Assay outcomes deposited in PubChem by National Center for Advancing Translational Sciences (NCATS).
USP1-UAF1 inh: inhibitors of human USP1/UAF1 deubiquitinase. AID 743255. 390,000 compounds, 0.23% hits. recombinant USP1/UAF1, Ub-Rhodamine cleavage fluorescence. Potency, µM (doses to about 57.1 µM), without a hit: at the top dose activity change, negative = inhibition, actives largely listed as inhibitors; also: % is scaled to controls: 0 for no effect and ±100 for the full control effect; nearly all actives have a fitted effect of over 60% in size; inactives centre near -12
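Step one: compound is pinned into 1nM USP1/UAF1 in HEPES pH 7.8 buffer with TCEP. Step two: 15 min room-temperature incubation. Step three: Ub-Rho (150nM final) starts cleavage, tracked by fluorescence over six one-minute reads.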
Vif-A3G inh: blocks the Vif interaction with human APOBEC3G; Q9HC16; HeLa A3G-eYFP + Vif (tagged APOBEC3G with the HIV-1 protein that degrades it), YFP fluorescence, overnight; Potency, µM (highest dose often 46.1 µM), inactives show top-dose activity, negative = active, most hits filed as inhibitors; 410,000 compounds, 0.076% hits; AID 602310;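 also: % is scaled to controls: 0 for no effect and ±100 for the full control effect; nearly all actives have a fitted effect of over 60% in size; hits raise eYFP signal because A3G escapes Vif-driven loss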
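HeLa cells stably expressing Vif and C-terminally eYFP-tagged A3G, seeded overnight at 37 deg C, then exposed to compound by pintool overnight at 37 deg C. Rise in yellow fluorescence (Ex 488/Em 500-530, Acumen) marks blocked Vif-driven A3G degradation.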
TrxR1 inh: blocks rat thioredoxin reductase 1 | AID 588453 | 390,000 compounds, 1% hits | O89049 | recombinant rTrxR1, NADPH fluorescence consumption, selenite substrate | Potency, µM (highest dose often 114 µM), for inactives: at the highest dose activity change, negative = inhibition, actives largely listed as inhibitors; also: % is scaled to controls: 0 for no effect and ±100 for the full control effect; nearly all actives have a fitted effect of over 65% in size
Target sequence (O89049 whole entry, looked up): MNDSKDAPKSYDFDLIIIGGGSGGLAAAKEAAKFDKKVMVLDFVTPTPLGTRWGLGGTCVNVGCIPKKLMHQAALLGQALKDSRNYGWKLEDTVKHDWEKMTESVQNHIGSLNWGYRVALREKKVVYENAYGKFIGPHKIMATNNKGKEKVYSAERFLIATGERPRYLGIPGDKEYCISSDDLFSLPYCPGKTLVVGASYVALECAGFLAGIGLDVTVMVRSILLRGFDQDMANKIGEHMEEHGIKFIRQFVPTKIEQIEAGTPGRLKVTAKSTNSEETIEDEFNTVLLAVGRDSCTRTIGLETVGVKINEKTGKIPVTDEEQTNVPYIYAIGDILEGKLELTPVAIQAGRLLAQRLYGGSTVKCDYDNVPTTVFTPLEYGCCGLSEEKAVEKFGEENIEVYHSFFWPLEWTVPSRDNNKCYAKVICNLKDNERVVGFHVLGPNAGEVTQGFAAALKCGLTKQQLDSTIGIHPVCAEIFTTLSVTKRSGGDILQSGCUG
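Rat TrxR1 (90 nM in the dispensed reagent) was pre-reduced with 400 uM NADPH for 5 min at room temperature, then incubated with compound for 15 min. After 400 uM selenite was added, NADPH fluorescence (Ex 340/Em 450 nm) was followed for 8 min.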
mIDH1 inhibitor: inhibitors of human mutant IDH1 R132H | O75874 | Potency, µM (titrated, usually from 76.6 µM), for inactives: at the top dose activity change, negative = inhibition, actives largely listed as inhibitors | 390,000 compounds, 0.093% hits | AID 602179 | IDH1-R132H enzyme, NADPH consumption, diaphorase/resazurin fluorescence; also: % is scaled to controls: 0 for no effect and ±100 for the full control effect; nearly all actives have a fitted effect of over 65% in size
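IDH1-R132H (0.5 ug/mL) preincubated 30 min with compound, then NADPH (0.016 mM) and alpha-KG (2 mM) added; 80 min at RT, pH 7.5. Remaining NADPH coupled via diaphorase/resazurin to fluorescence (540/590 nm); concentration-response curves normalized to no-enzyme control.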
Vif-APOBEC3F blk: blocks the Vif interaction with APOBEC3F | 390,000 compounds, 0.2% hits | HeLa A3F-eYFP + Vif (tagged APOBEC3F with the HIV-1 protein that degrades it), YFP fluorescence increase | AID 602313 | Potency, µM (series often up to 46.1 µM), for inactives: top-dose activity, negative = active; also: % of control where 0% means no effect; nearly all actives have a fitted effect of over 65% in size
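HeLa cells stably expressing A3F-eYFP plus Vif, plated and incubated overnight at 37 deg C, then exposed to compounds overnight at 37 deg C. Blocked degradation read as raised yellow fluorescence (Ex 488/Em 500-530).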
RGS4 inh: blocks human RGS4-accelerated GTP hydrolysis; Transcreener GDP fluorescence polarization, RGS4-accelerated GTP hydrolysis; Potency, µM (series often up to 114 µM), without a hit: at the top dose activity change, negative = inhibition, usual class: inhibitors; P49798; 390,000 compounds, 0.039% hits; also: % is scaled to controls: 0 for no effect and ±100 for the full control effect; nearly all actives have a fitted effect of over 75% in size; some results filed as inactive show a strong effect at the top dose
Target sequence (P49798 whole entry, looked up): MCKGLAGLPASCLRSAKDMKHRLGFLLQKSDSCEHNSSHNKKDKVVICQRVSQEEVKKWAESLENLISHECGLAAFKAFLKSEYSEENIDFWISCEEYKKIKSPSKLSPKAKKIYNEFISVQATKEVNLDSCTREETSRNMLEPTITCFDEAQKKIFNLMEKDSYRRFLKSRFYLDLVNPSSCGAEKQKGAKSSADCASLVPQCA
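MLSMR compounds (23 nl, pin-transferred) preincubated 10 min at room temperature with a 500nM (2x) first reagent, then RGS4 at 900nM (2x) plus Transcreener GDP mix added; fluorescence polarization (620/688 nm) read before and after 90 min at 30 °C.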
TrxR1 substrate: rat thioredoxin reductase 1 substrate activity; purified TrxR1 substrate turnover, NADPH consumption readout; Potency, µM (highest dose often 114 µM), for inactives: at the top dose activity change, negative = substrate turnover; 390,000 compounds, 0.01% hits; AID 588456; also: % is scaled to controls: 0 for no effect and ±100 for the full control effect; nearly all actives have a fitted effect of over 50% in size
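Rat TrxR1, dispensed at 90 nM, was prereduced with 400 uM NADPH (final) for 5 min at ~22 deg C, then incubated with compound 15 min before 400 uM selenite. A first-read NADPH fluorescence drop versus no-compound background flagged substrates.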
ALOX12 inh: blocks human arachidonate 12S-lipoxygenase | purified 12hLO, xylenol orange hydroperoxide absorbance | Potency, µM (series often up to 108 µM), for the others: top-dose activity change, negative = inhibition, actives largely listed as inhibitors | 580,000 compounds, 1.1% hits | AID 1671190; also: % is scaled to controls: 0 for no effect and ±100 for the full control effect
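Hydroperoxide product was detected by ferrous iron/xylenol orange as the 573 to 405 nm absorbance ratio. Arachidonic acid at 40 uM (final) was turned over for 30 min at room temperature by 150 nM human 12hLO, pH 7.0 Hepes buffer, after 15 min compound preincubation.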
RXFP1 agonist: RXFP1 (human) receptor agonism; HEK293T-RXFP1 cAMP TR-FRET, 30 min; response scale: percent of porcine relaxin response, buffer zero; Potency, µM (doses to about 57.5 µM), without a hit: top-dose activation, hits mostly activators; 370,000 compounds, 0.3% hits; also: % is scaled to controls: 0 for no effect and ±100 for the full control effect; nearly all actives have a fitted effect of over 60% in size; many of its hits are not listed in these tables
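HEK293 cells stably expressing RXFP1, treated 30 min at 37C with compounds plus PDE4 inhibitor Ro 20174; cAMP measured by HTRF TR-FRET. Normalized to buffer and 29 nM porcine relaxin; EC50 by Hill fit.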
* hit, by the source's call; [ ] = another dose, or the depositor's remark. Calls follow the shape of the dose curve; as a rule, active = well fitted curve in the direction sought with a large enough effect; inconclusive = small, poorly fitted or top-dose-only effect, or another doubt; inactive = no such curve, though single readings can be large; an effect the other way counts as inactive or inconclusive. Potency is read from the fitted curve at half-maximal effect.

For CC(=O)N1CCc2c(sc3c2c(=O)n(-c2ccccc2)c(=O)n3CC(=O)Nc2ccccc2)C1 the results were USP1-UAF1 inh -10%, Vif-A3G inh -1%, TrxR1 inh 9%[57.1 µM], mIDH1 inhibitor -5%, Vif-APOBEC3F blk -4%, RGS4 inh 34%, TrxR1 substrate -4%[57.1 µM], ALOX12 inh inconclusive and RXFP1 agonist 1.9%.
`Cc1cc(=O)oc(C)c1C(=O)N1CCN(C)CC1` gave USP1-UAF1 inh -1%, Vif-A3G inh 1%, TrxR1 inh 4%, mIDH1 inhibitor -1%, Vif-APOBEC3F blk -6%, RGS4 inh 8%, TrxR1 substrate -1%, ALOX12 inh 3% and RXFP1 agonist 1.3%.
`O=C(CCCl)Nc1cc(SCCO)cc([N+](=O)[O-])c1` gave USP1-UAF1 inh -8%, Vif-A3G inh -1%, TrxR1 inh 20%, mIDH1 inhibitor 9%, Vif-APOBEC3F blk 0%, RGS4 inh 4%, TrxR1 substrate 3%, ALOX12 inh -9% and RXFP1 agonist 1.6%.
Screening COc1ccc(/C=N/NC(=O)c2snnc2C)c(OC)c1OC returned USP1-UAF1 inh -13%, Vif-A3G inh 3%, TrxR1 inh 1%, mIDH1 inhibitor -1%, Vif-APOBEC3F blk 12%, RGS4 inh 3%, TrxR1 substrate -1%, ALOX12 inh -24% and RXFP1 agonist 0.6%.
For CC(C)(C)OC(=O)C[C@H]1C/C=C\C[C@@H](CC(=O)NCCO)C(=O)N[C@H](C(C)(C)C)COC1=O the results were USP1-UAF1 inh -15%, Vif-A3G inh 0%, TrxR1 inh 17%, mIDH1 inhibitor -7%, Vif-APOBEC3F blk 8%, RGS4 inh -14%, TrxR1 substrate 4% and ALOX12 inh -16%.
O=C(O)c1ccc(NC2=C(n3nnc4ccccc43)C(=O)c3ccccc3C2=O)cc1 was read as USP1-UAF1 inh 16µM*, Vif-A3G inh -5%, TrxR1 inh 7.1µM*, mIDH1 inhibitor -3%, Vif-APOBEC3F blk 7%, RGS4 inh 14%, TrxR1 substrate -5%, ALOX12 inh -18% and RXFP1 agonist 4.3%.
Screening CSc1nc2ncc3c(n2n1)CC1c2ccccc2CCN1C3=O (stereo not given) returned USP1-UAF1 inh -18%, Vif-A3G inh 0%, TrxR1 inh 6%, mIDH1 inhibitor 8%, Vif-APOBEC3F blk -10%, RGS4 inh -7%, TrxR1 substrate 131%[activator], ALOX12 inh -12% and RXFP1 agonist 1.7%.
For COc1ccc(Cl)cc1C(=O)NNC(=O)CCNC(=O)c1ccccc1 the results were USP1-UAF1 inh -24%, Vif-A3G inh 2%, mIDH1 inhibitor 12%, Vif-APOBEC3F blk 4% and ALOX12 inh 14%.
COc1ccc(C(=O)NC2CCN(C(=S)Nc3cc(C)ccc3C)CC2)cc1 was read as USP1-UAF1 inh -22%, Vif-A3G inh -9%, TrxR1 inh 19%, mIDH1 inhibitor 1%, Vif-APOBEC3F blk -1%, RGS4 inh 5%, TrxR1 substrate 9%, ALOX12 inh 13% and RXFP1 agonist 1.6%.
For CCOC(=O)c1[nH]c2cc3c(cc2c1NC(=O)CN1CCC(C)CC1)OCO3 the results were USP1-UAF1 inh -19%, Vif-A3G inh -4%, TrxR1 inh -22%, mIDH1 inhibitor 3%, Vif-APOBEC3F blk -5%, RGS4 inh 31%, TrxR1 substrate 77%[activator], ALOX12 inh 7%[57.4 µM] and RXFP1 agonist 0.6%.
For COc1ccccc1OC(C)C(=O)Nc1ccc(-c2nc3ccccc3s2)cc1 (stereo not given) the results were USP1-UAF1 inh inconclusive, Vif-A3G inh 2%, TrxR1 inh 131%[activator], mIDH1 inhibitor 14%, Vif-APOBEC3F blk inconclusive, RGS4 inh -51%, TrxR1 substrate 33%[activator], ALOX12 inh -18% and RXFP1 agonist 12%.
COc1ccc(-n2c(=O)c(CCC(=O)N(C)Cc3ccccc3C)nc3ccccc32)cc1 was read as USP1-UAF1 inh -13%, Vif-A3G inh 0%, TrxR1 inh 29%, mIDH1 inhibitor -3%, Vif-APOBEC3F blk 1%, RGS4 inh 5%, TrxR1 substrate 5%, ALOX12 inh inconclusive and RXFP1 agonist 0.9%.
O=C(CSc1nc2ccccc2c(=O)[nH]1)NCc1ccc(Cl)cc1 was read as USP1-UAF1 inh -12%, Vif-A3G inh -5%, TrxR1 inh 2%, mIDH1 inhibitor 2%, RGS4 inh -3%, TrxR1 substrate -7%, ALOX12 inh -57% and RXFP1 agonist 0.6%.
Screening COc1ccc(Oc2coc3cc(OC(=O)/C=C/c4ccccc4)ccc3c2=O)cc1 returned USP1-UAF1 inh -8%, Vif-A3G inh 0%, TrxR1 inh -6%, mIDH1 inhibitor 5%, Vif-APOBEC3F blk 3%, RGS4 inh 25%, TrxR1 substrate -8%, ALOX12 inh -2% and RXFP1 agonist 1.0%.
CCOc1ccc(CNC(=O)c2ccc3[nH]c(C)c(C)c3c2)cc1OC was read as USP1-UAF1 inh 8%, Vif-A3G inh -3%, TrxR1 inh 6%[57.1 µM], mIDH1 inhibitor -2%, Vif-APOBEC3F blk 3%, RGS4 inh -6%, TrxR1 substrate 4%[57.1 µM], ALOX12 inh -26% and RXFP1 agonist 0.1%.
Screening O=C(CCNS(=O)(=O)c1ccc(Br)s1)N1CCN(c2ccccc2)CC1 returned USP1-UAF1 inh -7%, Vif-A3G inh 1%, TrxR1 inh -42%, mIDH1 inhibitor 13%, Vif-APOBEC3F blk 0%, RGS4 inh -22%[11.4 µM], TrxR1 substrate 3%[57.1 µM], ALOX12 inh 0% and RXFP1 agonist -0.4%.
For O=C(N/N=C/c1ccc(O)c(O)c1)C1CC1 the results were USP1-UAF1 inh 5%, Vif-A3G inh 1%, TrxR1 inh -11%, mIDH1 inhibitor 11%, Vif-APOBEC3F blk 14%, RGS4 inh 20%, TrxR1 substrate -7% and ALOX12 inh inconclusive.
For CC(=O)Nc1ccc(S(=O)(=O)c2c(N)n(CCN3CCOCC3)c3nc4ccccc4nc23)cc1 the results were USP1-UAF1 inh -1%, Vif-A3G inh 1%, TrxR1 inh 5%, mIDH1 inhibitor 2%, Vif-APOBEC3F blk -11%, RGS4 inh -11%, TrxR1 substrate 64%[activator][57.1 µM], ALOX12 inh inconclusive and RXFP1 agonist 3.0%.
CNC(=O)CNC(=O)Nc1ccc(C)cc1 was read as USP1-UAF1 inh -1%, Vif-A3G inh 1%, TrxR1 inh -20%, mIDH1 inhibitor 6%, Vif-APOBEC3F blk 4%, RGS4 inh 12%[56.9 µM], TrxR1 substrate -11%, ALOX12 inh -3% and RXFP1 agonist -1.4%.
CCS(=O)(=O)c1ccc2oc(SCC(=O)N3c4ccccc4CC3C)nc2c1 (stereo not given) was read as USP1-UAF1 inh 0%, Vif-A3G inh -8%, TrxR1 inh 8%, mIDH1 inhibitor -2%, Vif-APOBEC3F blk inconclusive, RGS4 inh 23%, TrxR1 substrate -4%, ALOX12 inh 0% and RXFP1 agonist -0.2%.
`CSc1ccccc1NC(=O)COC(=O)CSc1ccc(C)cc1` gave USP1-UAF1 inh -23%, Vif-A3G inh 1%, TrxR1 inh 15%, mIDH1 inhibitor 11%, Vif-APOBEC3F blk 6%, RGS4 inh -14%, TrxR1 substrate -3%, ALOX12 inh -9% and RXFP1 agonist 1.9%.
Screening O=C(CN(Cc1ccc2c(c1)OCO2)C(=O)CNS(=O)(=O)c1ccccc1)NCc1ccco1 returned USP1-UAF1 inh -12%, Vif-A3G inh -4%, TrxR1 inh 10%[57.1 µM], mIDH1 inhibitor 2%, Vif-APOBEC3F blk -1%, RGS4 inh 21%, TrxR1 substrate -1%[57.1 µM], ALOX12 inh 20% and RXFP1 agonist 0.6%.
For CC1CCCC(C)N1C(=O)Cn1c(SCC(=O)NCc2ccc3c(c2)OCO3)nc2ccccc21 (stereo not given) the results were USP1-UAF1 inh -14%, Vif-A3G inh -8%, TrxR1 inh 27%[57.1 µM], mIDH1 inhibitor -3%, Vif-APOBEC3F blk -1%, RGS4 inh -3%, TrxR1 substrate 9%[57.1 µM], ALOX12 inh 6% and RXFP1 agonist 3.0%.
Screening O=C(Cn1cc(S(=O)(=O)Cc2cccc([N+](=O)[O-])c2)c2ccccc21)N1CCOCC1 returned USP1-UAF1 inh -23%, Vif-A3G inh -1%, TrxR1 inh 1%, mIDH1 inhibitor 3%, Vif-APOBEC3F blk -15%, RGS4 inh 19%, TrxR1 substrate 0%, ALOX12 inh 140%[activator] and RXFP1 agonist 0.9%.

These rows are one share of the data (hit frequency here may not be typical).
